Tau fluor counter = Counterscreen qHTS for Inhibitors of Tau Fibril Formation, Fluorescence Polarization; tau K18 P301L Alexa594 fluorescence, heparin fibrillization; Potency, µM (highest dose often 57.7 µM), for inactives: at the highest dose activity change, negative = decrease; hit rate 0.93% among 280,000; AID 1463, 2008; also: nearly all actives have a fitted effect of over 55% in size
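Human K18 P301L tau (15 uM unlabeled plus 0.24 uM Alexa 594-labeled, final) in 100 mM sodium acetate pH 7 was mixed with compound and 20 uM heparin and incubated 6 hr at 37 C.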
Tau fibril FP = qHTS for Inhibitors of Tau Fibril Formation, Fluorescence Polarization. K18 P301L tau heparin fibrillization, Alexa594 FP, 6 h. hit rate 0.39% among 280,000. Potency, µM (top dose mostly 57.7 µM), for inactives: at the highest dose activity, negative = inhibition, actives largely listed as inhibitors; also: nearly all actives have a fitted effect of over 55% in size
Target sequence (P10636 561-689 P618L limits assumed): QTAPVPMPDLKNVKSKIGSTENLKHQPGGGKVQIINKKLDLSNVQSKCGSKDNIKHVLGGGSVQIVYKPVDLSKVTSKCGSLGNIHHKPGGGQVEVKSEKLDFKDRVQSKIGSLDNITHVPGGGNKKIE
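Compound effects on tau fibrillization are measured by Alexa 594 fluorescence polarization (ex 555, em 632 nm). K18 P301L tau is used at 15 uM with 0.24 uM labeled tracer, and 20 uM heparin induces aggregation over 6 hr at 37 C.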
Tau ThT inhib = qHTS for Inhibitors of Tau Fibril Formation, Thioflavin T Binding; recombinant tau K18 P301L (four-repeat tau fragment), heparin-induced fibrillization, ThT fluorescence; hit rate 2.1% among 270,000; Microtubule-associated protein tau (Homo sapiens), P10636; AID 1460, 2008; Potency, µM (titrated, usually from 57.4 µM), for inactives: at the highest dose activity, negative = inhibition, actives largely listed as inhibitors; also: nearly all actives have a fitted effect of over 55% in size
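In this qHTS, human K18 P301L tau is incubated with compound and heparin for 6 hr at 37 C, and Thioflavin T fluorescence then reports fibril load.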
Starred values were filed as active, the others as inactive; ? = inconclusive; [ ] = remark or other dose. Calls follow the shape of the dose curve; as a rule, active = well fitted curve in the direction sought with a large enough effect; inconclusive = small, poorly fitted or top-dose-only effect, or another doubt; inactive = no such curve, though single readings can be large; an effect the other way counts as inactive or inconclusive. % is scaled to controls: 0 for no effect and ±100 for the full control effect; potency is read from the fitted curve at half-maximal effect. The list is partial (hit frequency here may not be typical).

SMILES | Tau fluor counter | Tau fibril FP | Tau ThT inhib
COc1cccc(Cn2c(CNS(=O)(=O)c3ccc4c(c3)CCCC4)nc3cccnc32)c1 | -10% | 7% | -5%
CCC(O)c1cc2c(cc1NC(=O)c1ccccc1F)OCCO2 (stereo not drawn) | 3% | 6% | 4%
Cc1ccc(-n2nc3c(N4CCC(C(=O)NCCC(C)C)CC4)nnc(C)c3c2C)cc1 | 0% | -9% | -9%
O=C(Nc1nnc(S(=O)(=O)N2CCCCCC2)s1)c1ccccc1F | -29% | -4% | ?
Cc1c(C(=O)NCc2ccc(Cl)cc2)sc2nc3n(c(=O)c12)CCCC3 | -8% | ? | ?
O=C(CCNS(=O)(=O)c1ccc2c(c1)CCCC(=O)N2)NCc1ccccc1Cl | -5% | -9% | 0%
CCCCc1nn2c(=O)cc(COC(=O)c3cccc(NC(=O)COc4ccccc4)c3)nc2s1 | -22% | 1% | ?
COc1ccc(C)cc1N(C)C(=O)c1c2c(nc3ccccc13)C(=O)N(C1CCCCC1)C2 | 1% | -3% | -8%
COc1cc(OC)c(C2C=C(c3ccc(C)cc3)Nc3c(C(=O)Nc4ccccc4)cnn32)cc1OC (stereo not drawn) | 18µM*[quencher] | 9% | -13%
CC(=O)N1CCc2c(sc(NC(=O)CSc3ccc(C)cc3)c2-c2nc3ccccc3s2)C1 | -6% | -7% | ?
COc1cccc(/C=C/c2nc3ccccc3c(=O)n2-c2ccc(C)c(C)c2)c1OC | -9% | 5% | -1%
CC(C)Oc1ccc(CNC(=O)c2ccc(NC(=O)c3nsc4ccccc34)cc2)cc1 | -22% | ? | 12%
Cc1cc(Cl)ccc1NS(=O)(=O)c1c(C(=O)N2CCCCCC2)c(C)n(C)c1C | -5% | -3% | -4%
COCCCNC(=O)c1ccc2c(c1)N(Cc1ccccc1)C(=O)c1ccccc1S2 | -18% | 10% | -6%
CCOC(=O)C1=C(CN(CC)Cc2ccccc2)NC(=O)NC1c1ccc(OC)cc1 (stereo not drawn) | 4% | 5% | -6%
COc1cccc(CNC(=O)c2cc3ccc4cccnc4c3[nH]2)c1 | -13% | ? | -4%
O=C(CSc1ccc2nc(-c3ccccc3)cn2n1)Nc1ccccc1C(F)(F)F | -8% | -18% | -3%
O=C(CN1C(=O)C2(SCC(=O)N2c2cccc(Cl)c2)c2ccccc21)NC1CCCCC1 (stereo not drawn) | -11% | 1% | 0%
O=C(COc1ccc(Cl)cc1)NCCc1csc(-c2ccc(F)cc2)n1 | -6% | -5% | 0%
CCN(CC)c1ccc(-c2nc(-c3ccco3)no2)cc1[N+](=O)[O-] | -22% | 2% | ?
COc1ccc2c(c1)c(N1CCCC1=O)c(C(=O)Nc1ccccc1C(F)(F)F)n2C | -27% | 2% | -15%
COc1ccccc1CNC(=O)c1ccc(N2CCCC2)c(NC(=O)NCCC(C)C)c1 | -9% | 16% | -3%
CC(C)(C)OC(=O)N1CCC(c2c(C(=O)N3CCN(C(=O)c4ccco4)CC3)cnn2-c2cccc(Cl)c2)CC1 | 0% | -1% | -5%
O=C(NCC1CCN(Cc2ccc(F)cc2)CC1)c1cc2ccc3cccnc3c2[nH]1 | -18% | -7% | -2%
OCc1cnc(SCc2cccc(F)c2)n1Cc1ccc(F)cc1 | 4% | 0% | 10%
Cc1ccc(CNC(=O)c2cnc(N3CCCCC3)c3ccccc23)cc1 | -14% | 0% | -10%
O=C(CCS(=O)(=O)c1cc2c(cc1Cl)NC(=O)CO2)NCCc1ccccc1 | -1% | 0% | 0%
COc1ccc(-n2ncc(C(=O)Nc3ccc4c(c3)OCCO4)c2C2CCN(C(=O)OC(C)(C)C)CC2)cc1 | ? | 3% | -13%
CC(C)NC(=O)c1ccc(NC(=O)N2CCCCc3ccccc32)cc1 | 3% | -2% | 4%
CCN(CC)CCCNC(=O)c1cnc(SC)nc1-c1ccccc1 | -14% | -6% | -10%
O=C(NCc1cccc(F)c1)c1ccccc1NC(=O)c1nsc2ccccc12 | -14% | ? | 5%
COc1ccc(C(=O)N2CCC(c3nc4ccccc4o3)CC2)cc1 | 6% | -4% | 6%
COc1cccc(CNC(=O)CCCn2nc(C)c3sc4ccccc4c3c2=O)c1 | -10% | -14% | -7%
CC1CCN(S(=O)(=O)c2ccc3c(ccn3CCC(=O)NCc3ccc(N(C)C)cc3)c2)CC1 | ? | ? | -18%
CC(C)C1N=C2c3ccccc3N=C(SCC(=O)NCc3ccccc3Cl)N2C1=O (stereo not drawn) | 3% | 5% | -3%
COc1cc(C(=O)NCC(c2ccc3c(c2)OCO3)N2CCN(C)CC2)cc(OC)c1OC (stereo not drawn) | -8% | -1% | -8%
CCOc1ccc(-c2cc(C(=O)NCCc3ccccc3)c3c(-c4ccc(C)cc4)[nH]nc3n2)cc1 | -17% | -11% | -5%
CCCc1nn2c(=O)cc(COC(=O)c3ccc(NC(=O)c4cccs4)cc3)nc2s1 | 6% | 2% | 1%
O=C(NCc1ccccc1F)c1ccc(CSc2nc3cccnc3n2Cc2ccccc2)cc1 | -26% | -1% | 7%
CCC(C(=O)NCc1ccco1)n1nc(C)c2c(C)n(-c3ccc(C)cc3)nc2c1=O (stereo not drawn) | -7% | -10% | -2%
Cc1ccc(C(=O)NCC(=O)OCc2cc(=O)n3ccsc3n2)cc1 | -1% | 3% | -4%
CCCCOc1cccc(C(=O)N2CCN(CCc3ccncc3)CC2)c1 | 4% | -2% | 2%
CCOC(=O)c1ccccc1NC(=O)COC(=O)CC(C)(C)CC1=NS(=O)(=O)c2ccccc2N1 | -7% | 4% | -1%
CCCCC(=O)Nc1ccc2nc(SCC(=O)N3CCc4ccccc43)sc2c1 | -22% | -13% | -10%
Cc1oc(-c2ccc(Cl)cc2)nc1CSc1nc2ncccc2[nH]1 | -2% | -5% | 1%
CC1CN(C(=O)N2CCC(C(=O)NCCCc3ccccc3)CC2)c2cc(Cl)ccc2O1 (stereo not drawn) | -13% | -5% | ?
Cc1ccc(-c2nn3c(C)nnc3c3ccccc23)cc1S(=O)(=O)NCC(C)O (stereo not drawn) | -2% | -2% | -4%
COc1ccc(NC(=O)c2noc3c2CCCC3)cc1Cl | 2% | -13% | ?
NS(=O)(=O)c1ccc(NC(=O)C2Cc3ccccc3N2C(=O)c2ccccc2)cc1 (stereo not drawn) | -2% | -3% | 0%
Fc1ccc(C(c2nnc(-c3ccccc3)o2)N2CCN(c3ccccc3)CC2)c(Cl)c1 (stereo not drawn) | 0% | 6% | 2%
COC(=O)c1ccccc1NC(=O)N1CCC(n2c(C)nc3cccnc32)CC1 | 4% | 2% | 8%
Oc1c(C(c2ccccc2)N2CCC(O)CC2)sc2nc(-c3ccco3)nn12 (stereo not drawn) | -1% | -5% | -6%
CCC(CC)C(=O)Nc1c(C(=O)N2CCN(c3ccccc3)CC2)oc2ccccc12 | 4% | 10% | -9%
Cc1cccc(N2CCN(C(=O)c3cccn4c(=O)c5cc(Cl)ccc5nc34)CC2C)c1 (stereo not drawn) | -29% | 5% | -14%
Cc1cn(C)c(CC(=O)Nc2ccc(F)cc2Cl)c1C(=O)O | 10% | 2% | 7%
Cc1ccc(C)c(CNS(=O)(=O)c2ccc3c(c2)C(C)(C)C(=O)N3C)c1 | -3% | 1% | 6%
CCOC(=O)c1c(S(=O)(=O)NCC(=O)Nc2ccc(C(C)=O)cc2)c(C)n(C)c1C | -6% | 0% | -3%
COc1ccccc1Cc1nc2ccccc2nc1SCC(=O)N1CCc2ccccc21 | -7% | 7% | -5%
CCOC(=O)c1[nH]c(C)c(CCC(=O)NCc2ccccc2C)c1C | 8% | 4% | 5%
CCOC(=O)c1ccc(Nc2cc(-c3ccccc3)nc(C)n2)cc1 | -30% | ? | ?

Part of the list above, set out differently.
smiles	Tau fluor counter	Tau fibril FP	Tau ThT inhib
Fc1ccc(C(c2nnc(-c3ccccc3)o2)N2CCN(c3ccccc3)CC2)c(Cl)c1 (stereo not drawn)	0%	6%	2%
COC(=O)c1ccccc1NC(=O)N1CCC(n2c(C)nc3cccnc32)CC1	4%	2%	8%
Oc1c(C(c2ccccc2)N2CCC(O)CC2)sc2nc(-c3ccco3)nn12 (stereo not drawn)	-1%	-5%	-6%
CCC(CC)C(=O)Nc1c(C(=O)N2CCN(c3ccccc3)CC2)oc2ccccc12	4%	10%	-9%

Single values from the entries so far.
NS(=O)(=O)c1ccc(NC(=O)C2Cc3ccccc3N2C(=O)c2ccccc2)cc1 (stereo not drawn) | Tau ThT inhib: 0%
CCCCOc1cccc(C(=O)N2CCN(CCc3ccncc3)CC2)c1 | Tau ThT inhib: 2%
Fc1ccc(C(c2nnc(-c3ccccc3)o2)N2CCN(c3ccccc3)CC2)c(Cl)c1 (stereo not drawn) | Tau ThT inhib: 2%
CCOC(=O)c1[nH]c(C)c(CCC(=O)NCc2ccccc2C)c1C | Tau ThT inhib: 5%

The main list resumes, starting 2 compounds before the break.
SMILES | Tau fluor counter | Tau fibril FP | Tau ThT inhib
CCOC(=O)c1[nH]c(C)c(CCC(=O)NCc2ccccc2C)c1C | 8% | 4% | 5%
CCOC(=O)c1ccc(Nc2cc(-c3ccccc3)nc(C)n2)cc1 | -30% | ? | ?
COc1cccc(CNC(=O)CCCN2C(=O)CSc3c2c(C)nn3-c2ccccc2)c1OC | 0% | 1% | -4%
COc1ccc(N2CCN(C(=O)CCn3cnc4onc(-c5ccc(F)cc5)c4c3=O)CC2)cc1 | ? | 8% | ?
CCOc1ccc(NC(=O)Cc2ccc(NC(=O)N3CCCCc4ccccc43)cc2)cc1 | -4% | 1% | 5%
CCN(C(=O)c1cc(S(=O)(=O)N2CCCCC2)c[nH]1)c1ccc(OC)cc1 | -4% | 1% | 0%
O=C(COc1ccccc1F)OCc1cc(=O)n2nc(-c3cccs3)sc2n1 | -12% | -6% | ?
CCOC(=O)c1ccc(NC(=O)CSc2cn(CC(=O)N3CCCC3)c3ccccc23)cc1 | -19% | 0% | ?
C=Cc1ccc(CN2C(=O)N(c3cccc(Cl)c3)S(=O)(=O)c3ccccc32)cc1 | -18% | ? | 8%
Cc1oc(-c2ccc(C(=O)N(C)Cc3ccccc3)cc2)nc1CN1CCc2ccccc21 | -15% | 8% | -17%
CCN(CC)c1ccc(NC(=O)CN2C(=O)c3cccnc3Sc3ccccc32)c(C)c1 | -13% | 10% | ?
CN(C)CCCN(C(=O)c1cccs1)c1nc2ccc(F)cc2s1 | -19% | -5% | -11%
Cc1nn(CC(=O)Nc2ccc(OC(F)(F)F)cc2)c(=O)c2c(C)n(-c3ccc(Cl)cc3)nc12 | -24% | -13% | -8%
CCC1CN(C(=O)N2CCC(C(=O)NCCc3ccc(OC)c(OC)c3)CC2)c2ccccc2O1 (stereo not drawn) | ? | -5% | -1%
CCOc1ccc(NC(=O)CSc2ncc3c(n2)-c2ccc(Cl)cc2N(Cc2ccccc2)S3(=O)=O)cc1 | ? | -15% | -4%
Cc1cccc(CCNC(=O)c2cnc3c(C)cccn3c2=O)c1 | -10% | -4% | -17%
COc1ccc(-c2c(C)c3cc(OC(=O)N4CCOCC4)ccc3oc2=O)cc1OC | -1% | -1% | -1%
Cc1c(C(=O)NCCN(C)C)oc2c1-c1nn(Cc3cccc(Cl)c3)cc1CC2 | 0% | ? | 5%
COc1ccc(OC)c(CNC(=O)c2c(C)oc3ncn(C)c(=O)c23)c1 | -19% | -7% | -14%
CC1CCN(S(=O)(=O)c2ccc3c(c2)N(CC(=O)O)C(=O)CO3)CC1 | -7% | -3% | 1%
COc1ccc(OC)c(NC(=O)COCc2cc(-c3ccc(F)cc3)on2)c1 | ? | ? | ?
CC(=O)C1=C(c2ccc(C)cc2)N(C(C)=O)n2c(nnc2-c2ccccc2)S1 | ? | -4% | ?
CC(C)c1cnc2c(c1SCC(=O)O)c(=O)n(C)c(=O)n2C | -3% | 8% | -4%
Cc1ccccc1CNC(=O)C(=O)NCC(c1ccco1)S(=O)(=O)c1cccs1 (stereo not drawn) | -9% | -5% | -8%
CCN(CC)C(=O)c1sc2c(c1C)c(=O)n(-c1ccc(Cl)c(Cl)c1)c(=O)n2Cc1cc(=O)n2c(C)cccc2n1 | -5% | -10% | -6%
Cc1cccc(C(=O)Nc2ccccc2OCc2cc(=O)n3cc(C)ccc3n2)c1 | -2% | -7% | 1%
COc1cccc(Nc2nc3c(S(=O)(=O)c4cc(C)ccc4C)nnn3c3ccsc23)c1 | -23% | ? | ?
CN(C)c1ncc(C(=O)NCc2ccc(Cl)cc2)cn1 | -1% | -2% | 0%
Cc1ccc(-n2cnc3cc(C(=O)NCc4ccc(F)cc4)ccc32)c(C)c1 | -10% | 11% | -12%
COc1ccc(CNC(=O)c2sc3nc4n(c(=O)c3c2C)CCCCC4)cc1 | -14% | 4% | -15%
CC(C)Cn1c(=O)c2sccc2n2c(CCCC(=O)NCCc3ccccc3)nnc12 | -11% | 0% | -1%

Compound activity deposited in PubChem BioAssay by National Center for Advancing Translational Sciences (NCATS).
